Lipid storage S3: qHTS Assay for Lipid Storage Modulators in Drosophila S3 Cells. Drosophila S3 cells, BODIPY lipid droplet fluorescence, 18-24 h; cells fed with added oleic acid. lipid storage change, negative = inhibition, % at the top dose, mostly 46.1 µM; hits show Potency in µM. 320,000 compounds, 0.64% hits. AID 2685; active = well fitted inhibition curve with a large enough effect in the signal ratio, with a control signal flat, not every such curve was filed as active; inconclusive = small, poorly fitted or top-dose-only effect, or effect the other way, or a change in a side signal; the % refers to the signal ratio
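Drosophila S3 cells loaded with oleic acid (400 uM, as added) and compounds at several concentrations; lipid droplets imaged by 488-nm laser-scanning cytometry, 500–530 nm intensity and object ratio to cell channel. Percent activity normalized to 20 uM Triacsin C.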
Lipid storage S3 cell count max: second read-out of Lipid storage S3, no call of its own (marks repeat the call); cell number change, %; measured here: cell count max response;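 cells counted by Cell Tracker Red CMTPX staining in the red channel; peak over a dose series mostly up to 46.1 µM; percent activity relative to internal control wells on each plate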
An asterisk follows results filed as active; i = inactive; u = inconclusive; x = not tested or not shown. % is set by controls: 0 for no effect and ±100 for the full control effect; potency is the fitted concentration of half-maximal effect.

mol | Lipid storage S3 cell count max | Lipid storage S3
Cc1cc(C)cc(C(=O)NN2CCN(C)CC2)c1 | x | u
O=C(NCCc1ccc(Cl)cc1)Nc1cccc(Cl)c1 | -18 | i
O=C(c1ccc(C#CC2(O)CCCCC2)cc1)N1CCOCC1 | 6 | i
O=C(CSCc1ccc(Cl)cc1)Nc1nccs1 | x | u
Cc1cc(Cl)ccc1OCC(=O)NC1CCCC1 | x | u
COc1cccc(NC(=S)N2CCC(c3ccc(C)cc3)C2)c1 (configuration not stated) | x | u
COc1cc2c(cc1NC(=O)c1ccncc1)oc1ccccc12 | x | u
CCOC(=O)C1=C(c2ccccc2)Nc2ncnn2C1c1ccccn1 (configuration not stated) | 13 | i
O=C(c1cc(=O)c2ccccc2o1)N1CCN(c2ccccc2F)CC1 | 6 | 3%
COc1ccc(Cl)cc1NC(=O)C/C(C)=N/NC(=O)C(=O)NCc1ccccc1 | x | u
Cc1ccc(OCC(=O)N(C)CC(=O)Nc2ccc(F)c(F)c2F)cc1 | -16 | -17%
O=C(c1ccc2c(=O)n(CCc3ccccc3)c(=O)[nH]c2c1)N1CCN(c2ccccc2)CC1 | x | u
CC(NC(=O)CCC(=O)NC(C)c1ccccc1)c1ccccc1 (configuration not stated) | x | u
O=[N+]([O-])c1cccc(-c2nc(-c3ccccc3)c(-c3cccs3)[nH]2)c1 | -15 | -11%
COc1cccc(-c2csc(N3CCN(S(=O)(=O)c4ccc(F)cc4)CC3)n2)c1 | x | u

Next part.
mol | Lipid storage S3 cell count max | Lipid storage S3
CCSC(=S)Nc1c(C)n(C)n(-c2ccccc2)c1=O | x | u
CCOc1cc(/C=N\O)cc(Cl)c1OCC | -19 | -8%
CCCc1cc(=O)[nH]c2nnc(SCC(=O)Nc3cc(C)on3)n12 | x | u
CCOC(=O)CN1C(=O)COc2ccc(Cl)cc21 | x | u
Cc1ccc(COC(=O)c2ccc3c(c2)C(=O)N(CCCN2CCOCC2)C3=O)cc1 | x | u
CC(C)Sc1nc2sc(-c3ccccc3)cc2c(=O)n1N | 22 | -9%
O=C(Nc1ccccc1)N1CCCC2CCCCC21 (configuration not stated) | x | i
CC(C(=O)OCC(=O)c1c(N)n(C)c(=O)n(C)c1=O)N1C(=O)c2ccccc2C1=O (configuration not stated) | 0 | 13%
O=C(NC1CCCC1)c1nc2c(nnn2Cc2ccccc2Cl)c(=O)[nH]1 | x | u
CCCCN(Cc1ccco1)S(=O)(=O)c1ccc(-c2ccc(=O)[nH]n2)s1 | x | u
O=C1C(NS(=O)(=O)c2cccs2)=C(N2CCN(c3ccccc3)CC2)C(=O)c2ccccc21 | x | i
CCOC(=O)c1nn(-c2cccc(Cl)c2)c2nc(CC(C)C)c(C#N)c(=O)n12 | 0 | 12%
CCCCN(C(=O)COC(=O)c1nc2nccc(C)n2n1)C1CCS(=O)(=O)C1 (configuration not stated) | -5 | -15%
CNC(=O)CSc1cn(CC(=O)N(C(C)C)C(C)C)c2ccccc12 | 9 | -10%
C=CCn1cc(C(=O)NCCCN(CC)CC)c(=O)c2cc(S(=O)(=O)N3CCC(C)CC3)ccc21 | x | u

One compound at a time, as listed above:
`CCCCN(C(=O)COC(=O)c1nc2nccc(C)n2n1)C1CCS(=O)(=O)C1` (configuration not stated) is entered as Lipid storage S3 cell count max: -5; Lipid storage S3: -15%
`CCOc1cc(/C=N\O)cc(Cl)c1OCC` is entered as Lipid storage S3 cell count max: -19; Lipid storage S3: -8%

Additional structures:
mol | Lipid storage S3 cell count max | Lipid storage S3
CC(C)n1cc(NC(=O)C2CC(c3cccc(Br)c3)=NO2)cn1 (configuration not stated) | x | u
COc1ccc(Nc2c3c(nc4ccc(C)cc24)CCC3)cc1 | 0.9* | 21µM*
CC(C)c1ccc(SCc2noc(C(=O)NCC3CCCO3)c2C(=O)O)cc1 (configuration not stated) | 8 | -3%
CSc1ccc(C2=CC(=O)C[C@H](c3ccc(Cl)cc3)C2)cc1 | x | u
COc1ccc(C(=O)Cn2c(N3CCOCC3)nc3c2c(=O)n(C)c(=O)n3C)cc1 | 0 | 18%
Cc1cc(Nc2ccc(O)cc2)n2c(nc3ccccc32)c1C#N | x | u
Cn1c(SC2CCCCC2=O)nnc1-c1ccccc1F (configuration not stated) | x | u
Cc1cnn(C(=O)c2oc3ccccc3c2C)c1 | x | u
O=C(Nc1cccc(Cl)c1)N(Cc1nc2ccccc2c(=O)[nH]1)Cc1cccs1 | x | u
C/C(=N/NS(=O)(=O)c1ccc(C)cc1C)c1ccc2c(c1)OCO2 | x | u
Cc1ccc2c(c1)/C(=C/c1ccc(F)cc1)C(=O)N2 | 18 | 22%
Cc1cccc(-n2cc(C#N)c(=O)[nH]c2=O)n1 | 17 | 11%
Cc1ccc(NC(=S)NNC(=O)c2nnn(-c3ccccc3)c2C)cc1 | x | u
Cc1ccc(-c2csc3ncn(Cc4ccc(C(=O)O)cc4)c(=O)c23)cc1C | x | u
O=C(NC(=S)Nc1ccccc1C(=O)O)c1cncc(Br)c1 | x | u

Continuation.
mol | Lipid storage S3 cell count max | Lipid storage S3
COc1ccc(C(=O)NCC(=O)NCC(=O)OCc2ccc(Br)cc2)cc1 | x | u
O=C(Nc1cnc2ccccc2c1)c1cccc(-n2cnnn2)c1 | x | u
NC(=O)c1ccccc1OCC(=O)Nc1ccc2c(c1)CCC2 | x | u
COc1ccccc1C(=O)CSc1nccn1C | x | u
Cc1ccccc1NC(=O)NC1(C(=O)N2CCOCC2)CCCCC1 | 1 | 25%
CC(=O)c1ccc(N2CCN(CC(=O)N(CC(C)C)c3c(N)n(CC(C)C)c(=O)[nH]c3=O)CC2)cc1 | x | u
CCCC1=C(C(=O)OCC)C(c2ccc(F)cc2)n2ncnc2N1 (configuration not stated) | x | u
CCOC(=O)[C@H]1[C@H]2COc3ccc(OC)cc3[C@@H]2N2C(=O)c3cc(OC)ccc3NC(=O)[C@@]12C | x | u
COc1cccc(NC(=O)c2nn(C)c3c2CS(=O)(=O)c2ccccc2-3)c1 | x | u
C#CCCCCCCCCC(=O)NCCCC | x | u
COc1ccc(N(C(=O)c2cccnc2)S(=O)(=O)c2ccc3c(c2)n(C)c(=O)n3C)cc1 | x | u
Cc1cc(C)c(C)c(S(=O)(=O)N2CCN(C(=O)c3ccncc3)CC2)c1C | -14 | i
CC(=O)c1ccc(S(=O)(=O)Nc2ccc(C(=O)NC3CC3)cc2)cc1 | x | u
CC(C)c1nc(NCCO)c2nnn(Cc3ccccc3)c2n1 | -13 | -15%
O=C(CSc1nncs1)NC(=O)NC1CCCC1 | -1 | 3%

Additional structures.
mol | Lipid storage S3 cell count max | Lipid storage S3
O=C(c1ccccc1)N1CCN(c2ccc([N+](=O)[O-])c(NCc3ccco3)c2)CC1 | -9 | -17%
Cc1nc(C(=O)N2CCCC(C(=O)c3cccc(OC(C)C)c3)C2)cs1 (configuration not stated) | x | u
CC1(c2cccc(Br)c2)NC(=O)N(CC(=O)NCC2CCCO2)C1=O (configuration not stated) | x | u
O=C(Nc1cccnc1)c1sc(Nc2ccccc2)nc1-c1ccccc1 | x | u
Cc1ccc(C)c(N2CCN(S(=O)(=O)c3cccc4cccnc34)CC2)c1 | 3 | 6%
COc1ccc2c(C)cc3nncn3c2c1 | 22 | -12%
C(=N\N1CCOCC1)/c1cccs1 | -7 | -1%
Cc1cc2oc(=O)cc(CSc3nnc(C)n3N)c2cc1C(C)C | -6 | 42%
CCOC(=O)Cc1csc(NC(=O)c2cccnc2)n1 | x | i
O=C(Nc1ccc(F)c(F)c1)c1ccc(F)c(S(=O)(=O)N2CCOCC2)c1 | x | u
Cc1ccc(CC2CC(=O)N(c3cc(C)ccc3C)C2=O)cc1 (configuration not stated) | x | u
O=S(=O)(c1ccc2ccccc2c1)N1CCNCC1 | 3 | 8%
CS(=O)(=O)c1cnc(-c2ccccc2)nc1Sc1ccc(F)cc1 | 0 | 6%
COc1ccccc1N1CCN(C(=O)C(CC(C)C)NC(=O)C2CCCCC2)CC1 (configuration not stated) | x | u
COC(=O)Cc1ccc(NC(=S)N2CCN(c3ccccn3)CC2)cc1 | -3 | 0%

(more compounds)
mol | Lipid storage S3 cell count max | Lipid storage S3
Cc1cc(C)cc(N(C(=O)CNC(=O)c2ccco2)C(C(=O)NC2CCCC2)c2ccncc2)c1 (configuration not stated) | 2 | i
O=C(COc1ccc(Cl)cc1)Nc1ccc2c(c1)OCO2 | x | u
COc1ccc(/C=C/C(=O)OCC(=O)NCc2ccco2)c(OC)c1 | x | u
c1ccc(C(c2ccccc2)c2ccn[nH]2)cc1 | x | u
O=C1CN(C(=O)COC(=O)C2CC(=O)N(Cc3ccco3)C2)c2ccccc2N1 (configuration not stated) | x | u
c1ccc(-c2csc(N3CCOCC3)n2)cc1 | x | u
O=C(CCC(F)(F)F)N1CCCC(CO)(CCc2ccccc2)C1 (configuration not stated) | -10 | -1%
NC(=O)c1ccccc1-c1nc(-c2ccccc2)no1 | 0 | 6%
Cc1ccccc1NC(=O)CC(C)S(=O)(=O)c1ccc2c(c1)NC(=O)CO2 (configuration not stated) | x | u
CCOC(=O)c1c(NC(=O)CCCC(=O)O)sc2c1CCC2 | 3 | 9%
O=C(CSc1nccn1Cc1ccc(F)cc1)NC1CCCC1 | 6 | -14%
COc1ccccc1CCNC(=O)C(=O)NCC1OCCN1S(=O)(=O)c1ccc([N+](=O)[O-])cc1 (configuration not stated) | x | u
COc1ccc2c(c1OC)C(=O)OC2N1C(=O)CC[C@H]1C(=O)Nc1ccc2c(c1)OCO2 (some centres not stated) | 5 | 0%
COCCn1c(COc2cccc(OC)c2)nnc1SCC(=O)NC1CCCCC1 | x | u
O=C(Cc1ccccc1)Nc1ccccc1C(=O)O | x | u

(list continues)
mol | Lipid storage S3 cell count max | Lipid storage S3
COc1ccccc1NC(=O)Nc1nc(CC(=O)NCc2ccccn2)cs1 | x | u
CCc1cccc(CC)c1NC(=O)COC(=O)c1cccc(-c2ccc(OC(C)=O)cc2)c1 | -6 | 10%
O=C1c2cccc([N+](=O)[O-])c2C(=O)N1CCO | x | u
COc1cccc(-c2nc(CSCC(=O)NCC3CCCO3)c(C)o2)c1 (configuration not stated) | x | u
COc1ccc(C(=O)n2nc(C)c(Br)c2C)cc1 | x | u
CC1SCC(=O)N(CC(=O)NCc2ccccc2)C1=O (configuration not stated) | 4 | -6%
COc1ccc(NC(=O)c2ccc(CNc3c(NC4CCCCC4)c(=O)c3=O)cc2)c(OC)c1 | x | -2%
Cc1nc(NC(=O)c2ccccc2)sc1C1(C)CC(c2c(Cl)cccc2Cl)=NO1 (configuration not stated) | -10 | -29%
COc1ccccc1NC(=O)CN(c1ccc([N+](=O)[O-])cc1)S(=O)(=O)c1ccccc1 | x | u
Cc1ccc(-n2c(SCC(=O)Nc3ccc4c(c3)OCO4)nnc2-c2cccs2)cc1 | x | u
Cc1ccsc1-c1nc(CSCC(=O)N2CCN(c3ccccc3)CC2)c(C)o1 | x | u
O=C(CN1CCN(S(=O)(=O)c2ccccc2)CC1)NC1CC1 | -1 | -13%
CN(C)S(=O)(=O)c1ccc(Cl)c(-c2nnc3n2CCCCC3)c1 | x | u
Cc1nc2ccccn2c1C(=O)CSc1ccccc1 | x | u
O=[N+]([O-])c1ccc(C=Nc2cccc3ccccc23)s1 | x | -5%

Additional results:
mol | Lipid storage S3 cell count max | Lipid storage S3
COn1c(-c2ccccc2)nc2c1CCc1nonc1-2 | x | u
O=C(CSc1nc2ccc(Cl)cc2[nH]1)Nc1ccc2c(c1)CCC2 | x | u
O=C(c1ccc(NC2=NC3CS(=O)(=O)CC3S2)cc1)N(CCO)Cc1ccccc1 (configuration not stated) | x | u
CCOC(=O)CNC(=O)CSc1nnc(-c2ccccc2OC)n1CC | -3 | -3%
Cn1c(CCc2ccccc2)nnc1SCC(=O)N1CCOCC1 | 5 | -3%
COc1ccc(-c2sc3ccc(N4CCOCC4)cc3c2C#CC(C)(C)O)cc1 | x | u
COc1ccc(C(=O)CC(=O)C(=O)Nc2ccc(Cl)cc2)cc1 | -25 | -25%
COc1ccc(-c2cc(C(=O)Nc3ccc(OC)cc3OC)no2)cc1 | 3 | 0%
Cc1ccc(-n2c(SCC(N)=O)nnc2-c2ccco2)cc1 | x | u
NC(=O)C[C@@H]1N[C@]2(C(=O)Nc3ccccc32)[C@@H]2C(=O)N(c3cc(C(F)(F)F)ccc3Cl)C(=O)[C@H]12 | x | u
Cc1ccc(S(=O)(=O)CCN2CCC(O)(c3ccccc3)CC2)cc1 | x | u
CNC(=O)C(=O)Nc1ccc(C)cc1C | 13 | 8%
CC(=O)c1cc(Cl)ccc1OCC(=O)Nc1cccc(S(=O)(=O)N2CCCC2)c1 | -18 | -6%
CC(=O)Nc1ccccc1C(=O)C(=O)Nc1ccc(F)c(Cl)c1 | x | u
CCC(CC)NC(=O)c1cccc([N+](=O)[O-])c1C | x | u

Later entries
mol | Lipid storage S3 cell count max | Lipid storage S3
O=C(c1cc(-c2ccc(Cl)cc2)on1)N1CCOCC1 | x | u
CSCC[C@H](NC(=O)OC(C)(C)C)c1nnc(SCC(=O)Nc2ccc(C)cc2C)o1 | x | u
COc1ccc(N2C(=O)CC(N(CCc3ccccc3)C(=O)c3ccccc3)C2=O)cc1 (configuration not stated) | x | u
CCN(C(=O)C1CCCN(c2nc(-c3ccc(OC)cc3)no2)C1)c1ccc(OC)cc1 (configuration not stated) | 8 | -15%
CCOC(=O)c1cc2c(=O)n3ccccc3nc2n(CC2CCCO2)c1=NC(C)=O (configuration not stated) | x | u

Some of the compounds tested; count on the stated rates, not on these rows.
